T cell HTS: T cell immune modulators affecting CD8 T cell-vesicle binding; 330,000 compounds, 0.068% hits; 2C CD8+ T cell-vesicle binding, flow cytometry; stronger effect = lower value; calls only at 7 µM;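 active = response, share of CD8 T cells binding vesicles, and their 90th percentile fluorescence all below set limits, cut at about 80% in these data, passing the limit was not always enough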
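incubation = binding step 1.5 h, 37 °C, antibody labelling 20 min, ice | test system = 2C mouse CD8+ T cells | read-out basis = percent CD8+ FL2 mean versus row control | controls = Peptide-free naked vesicles (low) and QL9 vesicles with 0.7% DMSO vehicle (high) | detection = flow cytometry of vesicle-bound cells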
WT yeast gro inh: growth inhibition of WT yeast, mitochondrial fusion screen; mitochondrial fusion phenotypic screen, WT strain; inhibition, % at 10 µM; 190,000 compounds, 2.1% hits; AID 1362; in the data active = inhibition above about 58%; tested in S. cerevisiae
RSV CPE inhibition: RSV antiviral activity via CPE protection, HEp-2 cells, primary 10 µM value included (AID 2391). HEp-2 cells, RSV-induced CPE inhibition; higher % means a stronger effect. CPE inhibition, % at 10 µM; hits with a dose series show IC50 in µM. 310,000 compounds, 0.13% hits; in the data active = a potency from the dose series; inconclusive = CPE inhibition mostly from about 23% at the one dose, without a potency; inactive = the rest, 99 in 100 with CPE inhibition below about 21%; note: strong numbers were not always called active
West Nile antiviral: inhibition of WNV-induced cytopathic effect – cell-based, CPE readout (AID 1621); 290,000 compounds, 0.02% hits; one-dose CPE inhibition, % at 10 µM; IC50 in µM for titrated hits; West Nile virus-infected cells, CPE inhibition; higher % means a stronger effect; in the data active = a potency from the dose series; inconclusive = CPE inhibition mostly from about 3.7% at the one dose, without a potency; inactive = the rest, 99 in 100 with CPE inhibition below about 2.2%; note: strong numbers were not always called active
SV40 large T antigen: TAg ATPase/helicase activity blockers – biochemical (AID 1903) | SV40 large T antigen ATPase/helicase inhibition assay; higher % means a stronger effect | inhibition, % at 20 µM, or IC50 in µM where a hit was titrated | 310,000 compounds, 0.39% hits; in the data active = a potency from the dose series; inconclusive = inhibition mostly from about 32% at the one dose, without a potency; inactive = the rest, 99 in 100 with inhibition below about 32%; note: strong numbers were not always called active
Myeloid diff 2: myeloid differentiation induction | 360,000 compounds, 1% hits | calls only at 10 µM | ER-HoxA9 myeloid progenitors, lysozyme-GFP differentiation, flow cytometry | AID 624256;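 active = normalized GFP-positive differentiation at or above the plate's own cutoff, the solvent-only control mean plus 3 SD; inconclusive = no clear call, values can overlap the other calls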;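 note: cells exposed to compound for four days before flow analysis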
MgcRacGAP inhibition: MgcRacGAP GTPase-activating activity inhibitors, confirmation, biochemical, ADP Hunter fluorescence. MgcRacGAP-stimulated Rac1 GTP hydrolysis, ADP Hunter fluorescence; higher % means a stronger effect; GST-tagged Rac1 F28L mutant substrate. one-dose inhibition, % at 30 µM; IC50 in µM for titrated hits. 340,000 compounds, 0.6% hits. AID 624330;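 active = first-screen hits whose inhibition reached a set limit at any dose in the follow-up dose series; inconclusive = inhibition above the set first-screen limit but never retested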;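 note: fluorescence reports GDP produced by GAP-driven GTP hydrolysis; strong numbers were not always called active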
bCat nuc transl: beta-catenin nuclear translocation modulation | HeLa beta-catenin nuclear translocation, immunofluorescence imaging | nuclear translocation activity, % at 5 µM | 190,000 compounds, 0.3% hits;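 active = nuclear translocation activity above 50% at 5 µM, with a well cell count of 50 or more; inconclusive = wells under 50 cells across six images, flagged as toxic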;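 note: per-cell ratio of nuclear to cytoplasmic median beta-catenin stain intensity; plate controls were DMSO negative control for no effect and GSK-3 inhibitor IX positive control for full effect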
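Test system: human HeLa cells, endogenous beta-catenin. Times: 24 h compound exposure, 37°C. Measured by: beta-catenin immunofluorescence imaging with DAPI.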
PhoP inhibition: inhibitors of PhoP regulon expression, primary screen, Salmonella Typhimurium, GFP reporter (AID 1863); S. Typhimurium PhoP-regulated promoter GFP reporter, 4 h; higher % means a stronger effect; 300,000 compounds, 0.16% hits; inhibition, % at 50 µM, or IC50 in µM where a hit was titrated;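 active = inhibition over 29.93%, a cutoff 3 SD above the screen mean, later confirmed by dose response; inconclusive = inhibition over 29.93% but no dose response follow-up; inactive = inhibition at most 29.93% or unconfirmed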;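 note: 0% = low Mg2+ inducing control and 100% = high Mg2+ repressing control; strong numbers were not always called active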
WT yeast gro inh mutant strain: further read-out of WT yeast gro inh, marked with its call; inhibition, %; mitochondrial fusion phenotypic screen, mutant strain inhibition
bCat nuc transl cell count 5 µM: recorded beside bCat nuc transl, whose call it bears; cell count; measured here: cell count, cytotoxicity flag
T cell HTS vesicle-bound %: recorded beside T cell HTS, whose call it bears; double positive events, %; measured here: CD8+ vesicle-bound cell fraction;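 binding gate set so that unloaded-vesicle control wells show 10% double positive cells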
Myeloid diff 2 GFP+ MAC1+ %: further read-out of Myeloid diff 2, marked with its call; GFP+ MAC1+ double positive, %; measured here: differentiation confirmed by MAC1 staining
* hit, by the source's call; i = inactive; ? = inconclusive; / = no result given; + = active, no number.

Preview:
SMILES	T cell HTS	T cell HTS vesicle-bound %	WT yeast gro inh	WT yeast gro inh mutant strain	RSV CPE inhibition	West Nile antiviral	SV40 large T antigen	Myeloid diff 2	Myeloid diff 2 GFP+ MAC1+ %	MgcRacGAP inhibition	bCat nuc transl	bCat nuc transl cell count 5 µM	PhoP inhibition
CN1/C(=C\C(=O)COC(=O)Cn2nnc(-c3ccccc3)n2)C(C)(C)c2ccccc21	i	14	22	3	7.3%	1.2%	4%	+	5.6*	8%	3.5	1228	-9%
Cc1ccc2nc(N3CCN(C)CC3)c(C#N)cc2c1	i	36	-1	1	3.3%	-0.5%	2%	i	0.5	6%	3.6	776	3%
CC1(C)CC(=O)c2cnc3nc4ccccc4n3c2C1	i	32	17	-7	-0.4%	-0.8%	-2%	i	0.5	3%	-1.7	1566	19%
CCN(CC)S(=O)(=O)c1cccc(NC(=O)c2ccc(Sc3nncn3C)c([N+](=O)[O-])c2)c1	i	37	-23	6	-0.2%	0.1%	10%	i	0.3	11%	-5.0	1091	0%
Cc1cccnc1NC(=O)c1c(O)c2ccccc2n(C)c1=O	i	2	-2	3	1.7%	0.2%	2%	i	0.6	4%	0.0	1031	-1%
COc1ccccc1CC(=O)NNC(=O)CN(C)S(=O)(=O)c1ccc(Cl)cc1	i	20	/	/	-2.2%	/	11%	i	0.2	0%	/	/	-7%
COc1cc(C(=O)Oc2cccc(/C=N/NC(=O)c3cc(C)[nH]n3)c2)cc(OC)c1OC	i	26	/	/	0.7%	1.4%	4%	/	/	4%	/	/	2%
COc1ccc(C(=O)NC(C)Cc2cnccn2)cc1OC1CCN(C(C)C)CC1 (stereo unspecified)	i	16	/	/	0.5%	-0.1%	?	i	3.1	11%	/	/	-1%

Main list, repeating the preview:
SMILES	T cell HTS	T cell HTS vesicle-bound %	WT yeast gro inh	WT yeast gro inh mutant strain	RSV CPE inhibition	West Nile antiviral	SV40 large T antigen	Myeloid diff 2	Myeloid diff 2 GFP+ MAC1+ %	MgcRacGAP inhibition	bCat nuc transl	bCat nuc transl cell count 5 µM	PhoP inhibition
CN1/C(=C\C(=O)COC(=O)Cn2nnc(-c3ccccc3)n2)C(C)(C)c2ccccc21	i	14	22	3	7.3%	1.2%	4%	+	5.6*	8%	3.5	1228	-9%
Cc1ccc2nc(N3CCN(C)CC3)c(C#N)cc2c1	i	36	-1	1	3.3%	-0.5%	2%	i	0.5	6%	3.6	776	3%
CC1(C)CC(=O)c2cnc3nc4ccccc4n3c2C1	i	32	17	-7	-0.4%	-0.8%	-2%	i	0.5	3%	-1.7	1566	19%
CCN(CC)S(=O)(=O)c1cccc(NC(=O)c2ccc(Sc3nncn3C)c([N+](=O)[O-])c2)c1	i	37	-23	6	-0.2%	0.1%	10%	i	0.3	11%	-5.0	1091	0%
Cc1cccnc1NC(=O)c1c(O)c2ccccc2n(C)c1=O	i	2	-2	3	1.7%	0.2%	2%	i	0.6	4%	0.0	1031	-1%
COc1ccccc1CC(=O)NNC(=O)CN(C)S(=O)(=O)c1ccc(Cl)cc1	i	20	/	/	-2.2%	/	11%	i	0.2	0%	/	/	-7%
COc1cc(C(=O)Oc2cccc(/C=N/NC(=O)c3cc(C)[nH]n3)c2)cc(OC)c1OC	i	26	/	/	0.7%	1.4%	4%	/	/	4%	/	/	2%
COc1ccc(C(=O)NC(C)Cc2cnccn2)cc1OC1CCN(C(C)C)CC1 (stereo unspecified)	i	16	/	/	0.5%	-0.1%	?	i	3.1	11%	/	/	-1%
CC1=C(C(N)=O)C(c2cccs2)n2nc(-c3cccc(C)c3)nc2N1 (stereo unspecified)	i	9	8	11	0.4%	0.1%	10%	i	0.7	8%	/	/	7%
Cc1ccc(NC(=O)CCc2c(C)nc3ncnn3c2C)cc1	i	38	14	1	1.3%	0.1%	14%	i	0.5	10%	-0.9	1318	-4%
CCOC(=O)C1C(=O)CC(C)(O)C(C(=O)OCC)C1c1cccc(OC)c1 (stereo unspecified)	i	14	32	16	-1.0%	-0.4%	16%	i	2.4	6%	-2.2	809	-8%
O=C(Nc1nnc(Cc2ccccc2F)s1)c1ccccc1Cl	i	57	/	/	0.5%	-0.3%	4%	i	0.7	5%	/	/	-5%
CCOC(=O)CC(N)c1ccc2c(c1)OCO2 (stereo unspecified)	i	42	-14	1	2.2%	-0.6%	-2%	/	/	/	-4.7	897	4%
[N-]=[N+]=CC(=O)C(Cc1ccccc1)N1C(=O)c2ccccc2C1=O (stereo unspecified)	i	39	7	21	0.4%	-0.1%	11%	i	0.6	7%	-2.4	1107	-2%
CNC(C)C#Cc1ccc2sc3cc(OC)c(OC)cc3c(=O)c2c1 (stereo unspecified)	i	20	/	/	-3.8%	0.5%	19%	/	/	/	/	/	-6%
CCc1ccc(C(=O)N/N=C/c2ccncc2)s1	i	72	/	/	1.6%	-0.3%	18%	i	1.9	8%	/	/	-5%
COC(=O)Cn1c2[n+](c3ccccc31)CC(O)CS2 (stereo unspecified)	i	43	1	-9	-0.1%	0.8%	-26%	i	1.4	7%	-0.9	508	-5%
O=C(c1ccc2c(c1)OCCO2)C1CCN(C(=O)c2ccc(F)cc2)CC1	i	6	-6	3	1.9%	-0.2%	18%	i	11	-7%	/	/	11%
Oc1ccc(-c2nccc(-c3ccc(Br)cc3)n2)cc1	i	55	/	/	?	-0.4%	4%	i	0.4	9%	/	/	7%
N#Cc1ccc(-c2csc(NC(=O)c3ccc(N4C(=O)CCC4=O)cc3)n2)cc1	i	25	/	/	6.0%	0.3%	10%	i	0.4	6%	0.6	1327	-9%
COc1ccc(C2=Nn3c(nnc3C3CCCCC3)SC2)cc1OC	i	21	-10	-51	5.5%	0.3%	3%	+	2.5*	-5%	/	/	4%
O=C(CSc1ccc2nnc(-c3ccccn3)n2n1)Nc1ccccc1	i	26	/	/	1.1%	-0.5%	18%	i	4.7	8%	/	/	1%
NC(=NC(=O)c1ccc(Cl)cc1)N1N=CCC1c1ccccc1 (stereo unspecified)	i	63	9	14	-1.0%	-0.8%	23%	i	0.4	-2%	6.4	850	6%
COc1ccc(COc2ccc(C3C(S(=O)(=O)c4ccccc4)CON3C)cc2OC)cc1 (stereo unspecified)	i	24	3	0	3.8%	-0.6%	5%	i	0.3	-2%	0.4	1539	1%
CCc1sc(NC(=O)c2cc3ccccc3oc2=O)nc1-c1cccs1	i	7	-20	-16	4.1%	0.2%	7%	i	0.8	9%	0.3	910	0%

2 of these compounds, reformatted:
SMILES | T cell HTS | T cell HTS vesicle-bound % | WT yeast gro inh | WT yeast gro inh mutant strain | RSV CPE inhibition | West Nile antiviral | SV40 large T antigen | Myeloid diff 2 | Myeloid diff 2 GFP+ MAC1+ % | MgcRacGAP inhibition | bCat nuc transl | bCat nuc transl cell count 5 µM | PhoP inhibition
CN1/C(=C\C(=O)COC(=O)Cn2nnc(-c3ccccc3)n2)C(C)(C)c2ccccc21 | i | 14 | 22 | 3 | 7.3% | 1.2% | 4% | + | 5.6* | 8% | 3.5 | 1228 | -9%
CNC(C)C#Cc1ccc2sc3cc(OC)c(OC)cc3c(=O)c2c1 (stereo unspecified) | i | 20 | / | / | -3.8% | 0.5% | 19% | / | / | / | / | / | -6%

(further entries)
SMILES	T cell HTS	T cell HTS vesicle-bound %	WT yeast gro inh	WT yeast gro inh mutant strain	RSV CPE inhibition	West Nile antiviral	SV40 large T antigen	Myeloid diff 2	Myeloid diff 2 GFP+ MAC1+ %	MgcRacGAP inhibition	bCat nuc transl	bCat nuc transl cell count 5 µM	PhoP inhibition
COc1ccc(NC(=O)N2CCCC2C(=O)NCc2cccs2)cc1 (stereo unspecified)	i	16	/	/	1.9%	-0.2%	2%	i	3.4	11%	/	/	6%
CN(C)S(=O)(=O)c1ccc(C(=O)NNC(=O)c2ccccc2-n2cccc2)cc1	i	53	/	/	2.6%	/	/	i	0.9	6%	/	/	/
Cc1ccccc1NC1=C/C(=N\S(=O)(=O)c2ccc(C(=O)O)cc2)c2ccccc2C1=O	i	26	/	/	-2.4%	2.4%	-3%	i	3.6	14%	/	/	21%
O=C(NC(=S)N(CC1CCC1)CC1CCCO1)c1cccc([N+](=O)[O-])c1 (stereo unspecified)	i	44	53	-19	-1.4%	-0.4%	20%	i	0.0	5%	1.2	989	4%
CCOc1ccc(C2N(c3ccc(F)cc3)C(=O)C3CCCN32)cc1OC (stereo unspecified)	i	57	4	4	-0.2%	0.1%	1%	i	2.3	9%	/	/	10%
COc1cc(C(=O)Nc2sc3c(c2C#N)CCN(C(C)=O)C3)cc(OC)c1OC	i	41	9	-14	1.5%	-0.1%	8%	i	3.5	13%	-2.3	1103	-4%
O=C(NCc1ccccc1)C1CCCN(S(=O)(=O)c2ccc(Br)cc2)C1 (stereo unspecified)	i	6	/	/	0.1%	-0.7%	-4%	?	/	-1%	/	/	5%
COc1cccc(C(=O)NCC(=O)n2nc(C)cc2C)c1	i	51	-5	-4	1.8%	0.3%	4%	i	0.8	17%	-0.1	1123	10%
Cc1ccc(Oc2nn[nH]n2)cc1	i	12	18	18	-0.8%	-0.2%	22%	i	5.1	5%	/	/	-16%
O=S(=O)(Nc1cnc2ccccc2c1)N1CCCCCC1	i	30	3	1	3.7%	-0.4%	5%	i	0.5	-1%	2.5	1153	-10%
CC(=O)c1cc2c(s1)-c1cc(F)ccc1OC2	i	29	/	/	53%	0.3%	6%	i	0.6	2%	-3.3	1143	-12%
O=S(=O)(Nc1nc2ccccc2nc1NCC1CCCO1)c1cccc(Cl)c1 (stereo unspecified)	i	42	/	/	0.5%	-0.5%	9%	i	0.9	6%	-0.2	1349	-14%
Cc1ccc(CNC(=O)CN(C)C2=NS(=O)(=O)c3ccccc32)cc1	i	13	/	/	0.6%	/	/	i	0.4	1%	/	/	/
Cc1nonc1OCCN1CCN(c2ccc([N+](=O)[O-])cc2)CC1	i	29	/	/	2.6%	-0.9%	4%	i	0.4	5%	-0.7	1220	2%
O=C(Nc1ccc2ccccc2c1)c1cc(F)c(F)cc1Cl	i	50	/	/	1.6%	-1.2%	4%	i	0.2	-11%	/	/	8%
Cc1nnc(-c2ccccc2)c(=O)n1/N=C/c1c(O)ccc2ccccc12	i	38	20	0	5.6%	?	6%	?	/	10%	0.5	1301	4%

Assay outcomes: PubChem BioAssay, several laboratories
